OXTR ag – human OXTR agonists, primary screen, fluorescence, CHO-OTR cells, Fluo-8 calcium; Oxytocin receptor (Homo sapiens), P30559; Fluo-8 calcium fluorescence; normalized: DMSO 0%, oxytocin 100%; activation, % at 3 µM; hit rate 0.32% among 320,000;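 active means activation above the mean of all tested compounds plus 3 SD, cutoff set per screening run, cut at about 20% in these data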;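 further: peak over basal fluorescence ratio from a 100 s FLIPR kinetic read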
PHOSPHO1 inh – PubChem AID 1565. recombinant PHOSPHO1, absorbance phosphatase assay. hit rate 1.1% among 290,000. inhibition, % at 13.3 µM; in the data active means inhibition above about 60%
Target sequence (Q8TCT1 whole entry, looked up): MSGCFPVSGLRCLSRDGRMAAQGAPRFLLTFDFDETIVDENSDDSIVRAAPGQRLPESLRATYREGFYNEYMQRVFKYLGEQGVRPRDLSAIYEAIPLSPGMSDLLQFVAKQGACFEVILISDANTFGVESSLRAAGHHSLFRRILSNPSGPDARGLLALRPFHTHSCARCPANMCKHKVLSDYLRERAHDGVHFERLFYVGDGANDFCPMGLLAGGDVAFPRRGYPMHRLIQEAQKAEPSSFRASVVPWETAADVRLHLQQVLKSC
GalR3 antag – GalR3 antagonists in HEK293 cells, primary screen, cell-based, fluorescence readout | hit rate 0.44% among 360,000 | HEK293 GalR3-CNG cAMP membrane potential fluorescence; galR3 body fused to GalR1 C-terminus | Galanin receptor type 3 (Homo sapiens), O60755 | inhibition, % at 3 µM | AID 651719, 2012;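 active means inhibition above the screen-wide average plus 3 SD, cut at about 13% in these data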;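 further: forskolin and galanin both at EC90 stimulate the cells; cAMP rise reported by CNG channel membrane potential dye signal; 0% = forskolin plus galanin with DMSO and 100% = forskolin alone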
Target sequence (O60755 1-299 limits assumed): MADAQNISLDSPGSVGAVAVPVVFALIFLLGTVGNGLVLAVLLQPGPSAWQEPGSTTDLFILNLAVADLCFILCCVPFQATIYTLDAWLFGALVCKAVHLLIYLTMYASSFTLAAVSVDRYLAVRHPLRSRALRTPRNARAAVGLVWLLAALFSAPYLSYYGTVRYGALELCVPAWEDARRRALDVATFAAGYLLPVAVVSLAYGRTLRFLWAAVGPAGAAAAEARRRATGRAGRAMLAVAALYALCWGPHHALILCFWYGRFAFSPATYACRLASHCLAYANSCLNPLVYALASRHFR
NS3 helicase inh – inhibitors of HCV NS3 helicase, primary screen, biochemical, Cy5 molecular beacon fluorescence. Hepatitis C virus NS3 helicase. NS3 helicase DNA unwinding. inhibition, % at 10.9 µM. hit rate 0.56% among 290,000. AID 1800, 2009;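 active means inhibition above the mean of all tested compounds plus 3 SD, set per campaign, cut at about 35% in these data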;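 further: 0% = DMSO wells and 100% = thioflavine S control wells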
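System: Hepatitis C virus NS3 helicase domain fragment enzyme | Reagent: Annealed dual-labelled DNA beacon duplex, ATP-started | Compound dosing: 10.9 µM single point, 0.8% DMSO | Incubation: 1 h reaction at 25 °C, ATP-initiated | Technique: Cy5 fluorescence | Evaluation: Percent inhibition from t60/t0 fluorescence ratio | Benchmarks: Low DMSO, high thioflavine S at 110 µM | Replication: Singlicate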
V1R ag counter – agonists of human V1a receptor, primary screen, counter-screen for OXTR agonist project, fluorescence, CHO-V1R cells. Vasopressin V1a receptor (Homo sapiens), P37288. Fluo-8 calcium fluorescence, agonist mode; 0% DMSO, 100% 3 nM vasopressin. activation, % at 3 µM. hit rate 0.25% among 320,000. AID 2797, 2010;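 active means activation above the mean activation of all tested compounds plus 3 SD, per screening run, cut at about 20% in these data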;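 further: signal is peak over basal fluorescence ratio across a 100 second FLIPR read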
VIM-2 inh – VIM-2 metallo-beta-lactamase inhibitors, primary screen, biochemical, epi-absorbance readout, Pseudomonas aeruginosa enzyme; purified VIM-2, nitrocefin hydrolysis, epi-absorbance fluorescence; inhibition, % at 5.6 µM; hit rate 0.89% among 290,000;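 active means inhibition above the mean of all tested compounds plus 3 SD, cutoff set per screening run, cut at about 7.5% in these data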;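 further: red hydrolysis product quenches plate fluorescence so inhibitors raise well fluorescence; 0% = enzyme with DMSO and 100% = DMSO without enzyme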
DNA FID counter – compounds displacing fluorescent DNA intercalator, primary screen, artefact control for HCV NS3 helicase inhibitor project, biochemical, FID fluorescence. inhibition, % at 7.9 µM. DNA fluorescent intercalator displacement. hit rate 0.17% among 290,000. AID 1845, 2009; in the data active means inhibition above about 37%;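 further: 0% = vehicle and 100% = reference compound; higher means more ethidium bromide displaced from hairpin DNA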
IMP-1 inhibitor – IMP-1 metallo-beta-lactamase inhibitors, primary screen, biochemical, epi-absorbance readout, Pseudomonas aeruginosa enzyme | inhibition, % at 5.6 µM | hit rate 0.45% among 290,000 | AID 1556, 2009 | purified IMP-1, nitrocefin hydrolysis, epi-absorbance fluorescence;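 active means inhibition above the mean plus 3 SD of all compounds in the same screening run, cut at about 4.5% in these data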;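 further: 0% = IMP-1 with DMSO and 100% = DMSO wells lacking enzyme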
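System: Purified IMP-1 | Read-out basis: Percent enzyme inhibition | Controls: IMP-1 with DMSO as 0%, enzyme-free DMSO as 100% | Replicates: One well per compound | Doses: 5.6 µM nominal single concentration | Detection: Epi-absorbance fluorescence, 480 nm excitation, 530 nm emission | Incubation: 25 °C, 15 min preincubation, 25 min reaction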
GPR7 antag – GPR7 receptor antagonists, primary screen, cell-based, fluorescence, single concentration; GPR7-expressing cells, fluorescence antagonist assay; inhibition, % at 4.4 µM; hit rate 1.1% among 290,000; AID 1861, 2009; in the data active means inhibition above about 16%, passing the limit was not always enough;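 further: cells stimulated with the agonist NPW; 0% = agonist with vehicle and 100% = vehicle without agonist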
Target sequence (P48145 whole entry, looked up): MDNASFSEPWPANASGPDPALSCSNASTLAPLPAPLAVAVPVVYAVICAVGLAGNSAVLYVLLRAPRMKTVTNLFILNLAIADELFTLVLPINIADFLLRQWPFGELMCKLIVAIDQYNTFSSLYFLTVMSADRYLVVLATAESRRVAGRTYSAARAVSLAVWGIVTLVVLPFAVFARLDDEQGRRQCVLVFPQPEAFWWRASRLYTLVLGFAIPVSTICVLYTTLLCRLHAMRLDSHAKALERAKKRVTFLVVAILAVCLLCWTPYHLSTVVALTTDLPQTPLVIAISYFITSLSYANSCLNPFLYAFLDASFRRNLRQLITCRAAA
* = called active by the depositor; x = no result given.

SMILES	OXTR ag	PHOSPHO1 inh	GalR3 antag	NS3 helicase inh	V1R ag counter	VIM-2 inh	DNA FID counter	IMP-1 inhibitor	GPR7 antag
O=C(NCc1ccccc1)c1cccnc1Sc1ccccc1	0.1	-2	-9	1	1.8	-0.6	-6	-0.7	26
C=C(C)Cn1c(CN(C)Cc2ccccc2)nc2c1c(=O)n(C)c(=O)n2C	5.3	19	-4	4	8.7	0.7	-37	-5.2	-8
O=C(CSc1ncc(-c2ccccc2)[nH]1)Nc1ccccc1	0.5	17	-8	-4	0.4	-4.1	-6	-2.2	-2
CCOc1ccc(CN2CCC(Cc3ccccc3)CC2)cc1	1.0	19	-12	-16	0.5	-1.0	10	-0.2	-9
CCOc1ccc(NC(=O)N[C@@H](CCSC)C(=O)OC)cc1	-1.6	-4	-8	3	-0.8	0.5	0	-2.5	-4
Cc1ccccc1CNC(=O)Cc1ccccc1[N+](=O)[O-]	-2.1	-2	2	11	-0.4	-1.7	1	-2.6	-9
CCOC(=O)c1ccc2nc(CCC(=O)N[C@H](C(=O)OC)C(C)C)c(=O)n(CC)c2c1	-2.5	57	-3	-9	-1.2	0.5	-27	-1.9	-4
CC(=O)Nc1ccc(C(=O)OCC(=O)NCc2ccccc2)cc1	0.5	10	-6	-14	1.0	-0.4	-6	-0.1	15
CCCN1C2CCCC1CC(NC(=O)c1ccccc1F)C2 (stereo unspecified)	-0.3	-26	-4	0	0.6	-2.4	1	-0.9	-6
CCn1c(-c2ccccc2)csc1=Nc1ccc(O)cc1	-0.7	-73	-6	7	0.6	-2.1	1	-2.3	-6
COC(=O)c1ccc2c(=O)n(NC(C)=O)c(=S)[nH]c2c1	0.0	11	-8	-9	0.1	-2.7	0	-1.6	-1
Cc1ccc(-n2ncc3c2CCCC3NC(=O)CSc2ccccn2)cc1C (stereo unspecified)	0.5	38	-5	-5	3.2	1.9	-30	-0.4	-1
c1ccc(-c2cn(-c3ccccc3)c3ncnc(N4CCCCC4)c23)cc1	-0.9	-16	5	11	0.3	-5.2	0	-2.6	-7
C=CCn1cnc2scc(-c3ccc(C)c(C)c3)c2c1=O	-2.0	37	3	-2	-1.0	-3.1	-15	-2.0	0
Cc1cc(C)nc(SCc2nc(N)nc(-c3ccccc3O)n2)n1	0.9	-45	-4	10	0.6	1.5	-10	1.0	15
O=[N+]([O-])c1c(NCCO)cc(N2CCN(Cc3ccc4c(c3)OCO4)CC2)c2nonc12	-0.2	-5	-7	-1	0.0	-2.2	1	-4.1	0
Cn1cccc1/C=N/NC(=O)c1cccnc1	0.1	12	-3	-1	-0.2	-1.5	-1	-1.0	1
Cc1ccc(NC(=O)c2cc(NC(=O)c3ccccc3C(=O)O)ccc2N2CCCCC2)cc1	-1.6	45	-5	46*	-1.7	-2.4	-17	-2.3	-20
COc1ccc2c(C#N)c3ccccn3c2c1	-1.7	30	-7	-1	0.1	0.3	7	-2.7	-8
COc1cccc(OC)c1OCCN1CCCC1	1.3	-18	-4	3	0.4	-1.6	-1	-1.1	-12
Cc1c(C(=O)c2ccccc2)c(=O)n(C)c(=O)n1C	1.1	-16	-1	5	1.1	-1.4	1	-1.5	-14
COc1ccc(NC(=O)CSc2nnc(C(C)C)n2N)cc1	-0.2	-11	1	-5	-1.1	-3.0	-6	1.2	-5
CC(=O)N1CCN(CC(=O)Nc2ccccc2C(=O)NCc2ccc(C)cc2)CC1	3.7	10	-6	3	1.4	-1.6	-30	-0.5	-20
O=S(=O)(Nc1nc2ccccc2nc1N1CCN(c2ccccn2)CC1)c1ccc(Cl)cc1	x	-4	-4	-1	x	-0.7	-46	-1.8	-5
O=C(NCC1CCCO1)c1cc2c(s1)CCC2 (stereo unspecified)	-0.9	2	-5	4	0.0	1.6	0	-1.9	-1
Cc1cc(S(=O)(=O)NCc2ccc(S(N)(=O)=O)cc2)c(C)s1	0.9	23	0	5	-0.2	-2.3	-1	-1.6	0
CCN(CC)CCNc1nc(-n2nc(C)cc2C)nc2sc3c(c12)CC(C)(C)OC3	6.0	24	-5	-53	3.4	-1.3	28	-5.1	4
CCOC(=O)c1c(NC(=O)CN2CCOCC2)sc(C(=O)NC)c1C	0.8	4	-4	-6	0.4	-3.4	-19	0.9	-5
O=C(CN1C(=O)c2cccc3cccc(c23)C1=O)N1CCCCC1	-0.2	6	-2	14	0.7	0.3	-8	-5.7	-8
O=C(CCNC(=O)C1CCN(S(=O)(=O)c2ccc(F)cc2)CC1)NCc1ccncc1	1.1	22	0	-2	1.5	-2.6	-7	-3.0	-4

An excerpt from above in order of count of non-hydrogen atoms, falling:
SMILES	OXTR ag	PHOSPHO1 inh	GalR3 antag	NS3 helicase inh	V1R ag counter	VIM-2 inh	DNA FID counter	IMP-1 inhibitor	GPR7 antag
Cc1ccc(NC(=O)c2cc(NC(=O)c3ccccc3C(=O)O)ccc2N2CCCCC2)cc1	-1.6	45	-5	46*	-1.7	-2.4	-17	-2.3	-20
O=[N+]([O-])c1c(NCCO)cc(N2CCN(Cc3ccc4c(c3)OCO4)CC2)c2nonc12	-0.2	-5	-7	-1	0.0	-2.2	1	-4.1	0
O=C(CCNC(=O)C1CCN(S(=O)(=O)c2ccc(F)cc2)CC1)NCc1ccncc1	1.1	22	0	-2	1.5	-2.6	-7	-3.0	-4
CC(=O)N1CCN(CC(=O)Nc2ccccc2C(=O)NCc2ccc(C)cc2)CC1	3.7	10	-6	3	1.4	-1.6	-30	-0.5	-20
O=C(CN1C(=O)c2cccc3cccc(c23)C1=O)N1CCCCC1	-0.2	6	-2	14	0.7	0.3	-8	-5.7	-8
Cc1cc(S(=O)(=O)NCc2ccc(S(N)(=O)=O)cc2)c(C)s1	0.9	23	0	5	-0.2	-2.3	-1	-1.6	0
Cc1c(C(=O)c2ccccc2)c(=O)n(C)c(=O)n1C	1.1	-16	-1	5	1.1	-1.4	1	-1.5	-14
COc1cccc(OC)c1OCCN1CCCC1	1.3	-18	-4	3	0.4	-1.6	-1	-1.1	-12
COc1ccc2c(C#N)c3ccccn3c2c1	-1.7	30	-7	-1	0.1	0.3	7	-2.7	-8

Later entries
SMILES	OXTR ag	PHOSPHO1 inh	GalR3 antag	NS3 helicase inh	V1R ag counter	VIM-2 inh	DNA FID counter	IMP-1 inhibitor	GPR7 antag
O=C(Nc1cccc([N+](=O)[O-])c1)C12CC3CC(C1)CC(n1cnc([N+](=O)[O-])n1)(C3)C2	1.1	50	-1	-3	0.4	-3.1	5	-2.4	-7
COc1ccc(-n2nc(C(=O)NCC(=O)Nc3cc(C)ccc3OC)c3ccccc3c2=O)c(OC)c1	-1.4	28	-10	-2	0.0	0.4	-29	1.1	-7
N#Cc1c(N2CCN(C(=O)c3ccccc3Cl)CC2)nc(-c2ccccc2)c2c1CCCC2	2.4	-1	-1	0	0.8	-3.3	-1	-2.7	5
OC(c1ccc(OCc2ccccc2)cc1)c1nnc(-c2ccccc2)o1 (stereo unspecified)	-0.2	-11	0	2	1.9	-1.4	-1	-3.2	-7
Nc1cccc2c1C(=O)N(CC(=O)NC13CC4CC(CC(C4)C1)C3)C2=O	0.3	42	-7	-11	0.7	-5.5	0	-3.3	1
O=C(O)CSc1c(-c2ccccc2)c2cc(Cl)ccc2[nH]c1=O	0.0	-11	-5	8	0.8	-1.2	-27	-2.6	-10
CCCCn1c(N)c(NCC(C)C)c(=O)[nH]c1=O	-0.2	9	-3	3	1.2	-1.3	-3	2.2	-5
CCc1nnc(NC(=O)CSc2nc3ccc(OC)cc3[nH]2)s1	-1.3	50	-2	-18	-0.1	0.0	1	-2.0	-6
CC(=O)/C(N=Nc1ccc(-n2ccc(C(F)(F)F)n2)cc1)=C(\C)O	-1.9	33	-1	-2	-0.7	-2.1	-8	-1.9	3
COc1ccccc1CN1CC(C(=O)NCc2ccc(C)c(F)c2)CCC1=O (stereo unspecified)	-0.2	26	-4	6	1.5	-2.9	-39	-1.7	4
CC(=O)c1cccc(NC(=S)NC(=O)c2ccc(Br)cc2)c1	0.2	0	-2	-1	0.6	0.5	-4	0.1	-5
CCC(=O)Nc1nc(-c2cc([N+](=O)[O-])cs2)cs1	-3.0	20	-1	10	0.1	-2.4	-10	-2.0	2
CCN(CC)C(=O)c1sc2c(c1C)c(=O)n(-c1ccc(OC)cc1OC)c(=O)n2CC(=O)c1ccccc1	-0.8	-13	4	-6	0.0	-4.9	-33	-5.1	5
CC1(C)C2CC=C(/C=N/NC(=O)c3ccc(Cl)cc3)C1C2 (stereo unspecified)	-2.4	10	0	-5	3.1	-1.5	-9	-3.0	-14
C=CCOC(=O)/C=C/C(=O)NC(N)=O	0.0	22	-4	6	-0.1	-1.5	-1	-1.7	-7
CCN(CC)S(=O)(=O)c1ccc(NC2=NS(=O)(=O)c3ccccc32)cc1	1.0	2	2	1	4.1	-1.4	0	-2.6	-1
O=[N+]([O-])c1ccc2[nH]c(O)c(N=NC3CS(=O)(=O)CC3O)c2c1 (stereo unspecified)	-0.6	25	-7	7	-0.9	-2.4	1	-1.6	-6
C[n+]1ccccc1COc1ccc(C(C)(C)C)cc1	1.2	-8	0	-3	0.2	-2.1	5	-0.3	1
CC1CCN(CC(=O)Nc2ccccc2-c2ccccc2)CC1	-2.0	-22	-4	-1	-1.4	-3.7	-8	1.6	-17
O=S1(=O)CCC(SCc2nc3sccn3c2Br)C1 (stereo unspecified)	0.1	15	0	3	1.1	-2.1	-6	-4.1	-1
CCOC(=O)c1oc2ccc(S(=O)(=O)N3CCC(C)CC3)cc2c1C	-1.4	10	x	1	-1.0	-2.9	-5	-3.0	2
Cc1ccc(-c2c(C(=O)O)c(C(=O)O)c3n2CSC3)cc1	-0.9	28	-9	10	-0.2	34*	-20	2.7	18
Cc1nc2ccc(NC(=O)COc3cccc(F)c3)cc2s1	-0.3	24	-6	2	-0.1	-3.1	-14	-3.4	1
COc1ccccc1CNC(=O)C(=O)NCC(c1ccco1)N1CCOCC1 (stereo unspecified)	0.5	38	6	3	-0.5	-3.3	-1	-2.4	-3
Oc1ccccc1N1CCN(C(c2ccccc2)c2ccccc2)CC1	-1.9	27	-8	2	-1.2	-2.1	-19	-2.5	-13
c1csc(C2C3=C(Nc4ncnn42)c2ccccc2OC3)c1 (stereo unspecified)	-2.7	23	-8	3	-1.0	-0.1	-7	0.8	-18
